Source: PubChem BioAssay
HSF1 inh: HSF1 inhibition; NIH3T3-HGL HSE-luciferase, MG132-induced, luminescence 8 h; stronger effect = lower value; activity change, negative = inhibition, % at 7.5 µM (by protocol); 300,000 compounds, 0.77% hits;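 active = more than half of replicate wells show activity change below -50%, luminescence cut by over half; inconclusive = some wells, but at most half, below -50%; inactive = no replicate well below -50%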;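 also: luciferase reports HSF-1 transcriptional activity via heat shock element; 0% = median of DMSO wells and -100% = zero luminescence signal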
GSK3 alpha inh: human GSK-3 alpha kinase inhibition | inhibition, % at 10 µM | P49840 | 320,000 compounds, 0.1% hits | AID 2650 | ADP-Glo luminescence, 60 min;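 in the data active = inhibition above about 50%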;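 also: GST-tagged GSK-3 alpha with peptide substrate and 25 µM ATP; 0% = DMSO neutral wells and 100% = GW8510 positive control wells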
Target sequence (P49840 whole entry, looked up): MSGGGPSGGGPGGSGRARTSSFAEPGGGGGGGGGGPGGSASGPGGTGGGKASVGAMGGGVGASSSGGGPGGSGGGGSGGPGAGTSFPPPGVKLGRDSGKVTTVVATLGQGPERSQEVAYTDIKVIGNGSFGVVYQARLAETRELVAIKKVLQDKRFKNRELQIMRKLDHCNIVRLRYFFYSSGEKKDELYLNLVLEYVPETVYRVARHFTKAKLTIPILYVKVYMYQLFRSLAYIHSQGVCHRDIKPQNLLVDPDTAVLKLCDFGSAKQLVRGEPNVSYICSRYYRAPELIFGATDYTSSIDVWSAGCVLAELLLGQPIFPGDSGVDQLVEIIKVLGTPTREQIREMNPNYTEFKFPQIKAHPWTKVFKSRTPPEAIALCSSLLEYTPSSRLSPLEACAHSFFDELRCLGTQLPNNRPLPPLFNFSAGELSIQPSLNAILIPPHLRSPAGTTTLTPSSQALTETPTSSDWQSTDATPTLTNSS
HSP90 refold inh: blocks HSP90-mediated luciferase refolding in reticulocyte lysate | Rabbit reticulocyte lysate, luciferase refolding luminescence, 3 h | inhibition, % at 5.6 µM | 290,000 compounds, 0.91% hits;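 active = inhibition above the screen-wide mean plus 3 SD, computed separately per campaign, cut at about 16% in these data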;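 also: 0% = DMSO wells and 100% = 60 µM geldanamycin wells; inhibitors lower the luminescence because luciferase stays unfolded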
Dyrk1A ADPGlo: blocks rat Dyrk1A kinase activity; Q63470; ADP-Glo luminescence, NFATc1 peptide; inhibition, % at 12.5 µM; 310,000 compounds, 0.43% hits; AID 504441; in the data active = inhibition above about 50%;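 also: plate controls were vehicle with enzyme for no effect and no enzyme for full effect; many of its hits are not listed in these tables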
HDAC3 inhib: blocks human histone deacetylase 3. O15379. recombinant HDAC3, fluorogenic peptide/trypsin coupled, fluorescence. inhibition, % at 8.3 µM. 320,000 compounds, 0.15% hits; in the data active = inhibition above about 26%, passing the limit was not always enough; inconclusive = no clear call, values can overlap the other calls
PolyA inhibitor: yeast polyadenylation inhibition; S. cerevisiae SKY197-pL101 polyadenylation reporter, beta-gal luminescence; efflux-impaired pdr1/pdr3 knockout yeast; score 100 = 6 SD above DMSO; calls only at 12 µM; 300,000 compounds, 0.02% hits;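 active = lowest replicate activity score at least 50, where 100 means six control SD above control mean; inconclusive = lowest score under 50 but half or more replicates reach 50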;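 also: yeast exposed to compound for 9 h at 30 °C; higher score means more reporter readthrough which indicates perturbed polyadenylation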
HSF-1 act: increases HSF-1 driven luciferase reporter signal; NIH3T3-HGL HSF-1 luciferase reporter, MG132, 8 h; 100% = twice DMSO control signal; 300,000 compounds, 1.7% hits; activation, % at 9 µM;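 active = mean replicate activation of at least 50% with a set share of replicates each reaching 50%; inconclusive = only one of those two conditions met; inactive = mean below 50% and too few replicates reaching it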;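 also: 0% = median of the neutral control wells and 100% = twice that signal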
GSK3beta inhib: human GSK3beta kinase inhibition; activity score (negative = inhibition), % at 10 µM; 300,000 compounds, 0.038% hits; AID 2097; GST-GSK3beta kinase, ADP-Glo luminescence, 60 min; stronger effect = lower value;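 active = more than half of replicate wells score below -50%, meaning over 50% inhibition versus plate controls; inconclusive = some replicates but at most half score below -50%; inactive = no replicate scores below -50%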;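 also: 0% = median DMSO wells and -100% = median GW8510 positive control wells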
Target sequence (P49841 whole entry, looked up): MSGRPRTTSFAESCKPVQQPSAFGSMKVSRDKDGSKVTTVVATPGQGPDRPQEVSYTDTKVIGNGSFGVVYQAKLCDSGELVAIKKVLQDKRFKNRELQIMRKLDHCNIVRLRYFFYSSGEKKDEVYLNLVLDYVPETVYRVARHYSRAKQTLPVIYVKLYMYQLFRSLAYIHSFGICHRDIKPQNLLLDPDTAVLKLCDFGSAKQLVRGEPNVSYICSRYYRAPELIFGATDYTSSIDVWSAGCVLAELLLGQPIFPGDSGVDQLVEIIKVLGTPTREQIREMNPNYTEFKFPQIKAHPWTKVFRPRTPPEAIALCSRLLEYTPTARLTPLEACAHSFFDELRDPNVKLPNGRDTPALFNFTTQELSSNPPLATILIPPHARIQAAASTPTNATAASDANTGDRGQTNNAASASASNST
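Test system: GST-fused GSK3beta enzyme, cell-free | Quantity: 1.6 ng GST-GSK3beta enzyme per well | Reagent: 25 µM ATP with peptide substrate | Schedule: 60 min enzyme reaction, room temperature | Signal: Luminescent ADP-Glo measurement of ADP formed | Read-out basis: Score relative to plate controls | Control set: DMSO and 20 µM GW8510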
AI-2 QS modul: modulators of Vibrio harveyi AI-2 quorum sensing system. Vibrio harveyi JMH597 AI-2 luminescence/OD600 ratio, 9 h; stronger effect = lower value; strain lacks LuxN and CqsS sensors; 0 = neutral-control median. activity change, % at 7.5 µM. 300,000 compounds, 0.4% hits. AID 2094; in the data active = activity change below about -75%, passing the limit was not always enough; inconclusive = no clear call, values can overlap the other calls;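 also: luminescence divided by OD600 gain over 9 h not by final OD600 alone; inactives centre near 13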
Platelet DG rel: modulates dense granule release in human platelets; 300,000 compounds, 0.22% hits; human platelet-rich plasma, SFLLRN dense granule ATP release, luminescence; inhibition, %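 (compounds screened at 7.5 µM in platelet-rich plasma)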; AID 1663;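 active = mean replicate score, as percent of positive control, at or above 50; inconclusive = mean below 50 but at least one replicate at or above 50; inactive = mean and every replicate below 50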
Starred values were filed as active, the others as inactive; i = inactive; ? = inconclusive; nt = not tested or not shown.

SMILES	HSF1 inh	GSK3 alpha inh	HSP90 refold inh	Dyrk1A ADPGlo	HDAC3 inhib	PolyA inhibitor	HSF-1 act	GSK3beta inhib	AI-2 QS modul	Platelet DG rel
c1ccc2c(c1)SCc1nnc(-c3ccncc3)n1-2	-11	1	-2	2	-5	i	4	1	37	10
CSCCC(NC(N)=O)C(=O)Nc1cccc(C#N)c1 (centres undefined)	-2	-1	1	-3	1	i	16	-1	48	-10
O=C(COc1ccc(Br)cc1)Nc1ccc2oc(=O)ccc2c1	16	2	-3	7	8	i	46	1	12	-2
NS(=O)(=O)c1ccc(NC(=O)CN2CCc3ccccc3C2)cc1	-13	-4	-8	-6	6	i	-5	-1	15	2
COC(=O)C1=CN(Cc2ccc(OC)cc2)C=C(C(=O)OC)C1c1cc(OC)c(OC)c(OC)c1	11	-1	6	-3	-30	i	-1	-1	10	-2
Cc1ccnc(NC(=O)CCC(=O)N(CC(=O)NCc2ccc(F)cc2)CC2CCCO2)c1 (centres undefined)	-4	33	4	3	-1	i	16	1	8	1
COc1ccc(NC(=S)N(CCc2c(C)[nH]c3ccc(C)cc23)Cc2cccs2)cc1	22	-2	8	7	-6	i	39	3	8	-20
Cn1cc(CN2CCC(Oc3ccc(C(=O)N4CCCCC4)cc3)CC2)cn1	-4	4	0	7	-3	i	-1	2	24	5
CCNC(=O)CC1SC(=Nc2ccc(C)cc2)NC1=O (centres undefined)	-8	-1	-1	1	-3	i	-2	2	51	-7
CN(C)c1ccc(/C=c2\sc3n(c2=O)CCCN=3)cc1	-5	1	18*	7	?	i	-8	0	39	10
Cc1cc(=O)oc2cc(OCC(=O)N(C)C3CCS(=O)(=O)C3)c(Cl)cc12 (centres undefined)	-5	-1	-3	5	4	i	-6	1	31	-1
COc1cc(NC(=O)CSc2nnc3ccc(-c4ccncc4)nn23)cc(OC)c1	-5	-2	2	14	1	i	2	1	27	8
CC(C)C(NS(=O)(=O)c1cccc2nsnc12)C(=O)Nc1nccs1 (centres undefined)	12	0	-2	nt	4	i	23	-4	20	2
Cc1ccc(/C=C2\CCn3c2nc2cc(C(=O)O)ccc2c3=O)c(C)c1	-2	7	-2	4	11	i	-10	0	19	10
Cc1ccc(S(=O)(=O)NN=C2CCC(C(C)(C)C)CC2)cc1[N+](=O)[O-] (centres undefined)	-1	-1	1	0	-1	i	-3	2	9	-7
Nc1cc(N)nc(SCc2cccc(F)c2)n1	34	-4	-3	-4	-1	i	77*	-1	13	-2
Cc1cc(C)c2c(CN3CC(C)OC(C)C3)cc(=O)oc2c1C (centres undefined)	16	2	-4	14	3	i	2	-3	9	-4
CCOC(=O)CCc1c(C)nc2cc(-c3ccccc3OC)[nH]n2c1=O	5	0	-2	-3	4	nt	13	4	11	-32
CCC(C)NC(=O)C1CCC(CNS(=O)(=O)c2ccc3c(c2)CC(C)N3C(=O)C2CC2)CC1 (centres undefined)	-3	-1	0	2	-3	i	9	-1	29	18
Cc1cccc(NCC(=O)N/N=C\c2cccn2C)c1	4	-4	1	nt	6	i	-1	-3	22	3
Cc1ccc2c(C)c(C(=O)NCc3ccc(S(N)(=O)=O)cc3)oc2c1	2	-1	4	1	-2	i	15	-5	14	-2
Cc1cc(O)cc2c1C(=O)/C(=C/c1ccco1)O2	-8	-2	1	19	5	nt	7	2	12	14
CN(C)C(=O)CN1CCN(c2nc3nonc3nc2N2CCCCC2)CC1	-3	0	-6	-7	4	i	0	-4	36	-12
COC(=O)/C(=C/Nc1ccccc1)[N+](=O)[O-]	-3	1	-2	3	3	i	2	1	13	-6
CCc1ccc(C2CC(=O)N3CN(c4ccccc4)CSC3=C2C#N)cc1 (centres undefined)	5	-1	-1	8	0	i	-7	-6	32	3
CC1=C(C)/C(=N\OS(=O)(=O)c2ccccc2)C=CC1=O	-1	1	3	1	1	i	20	2	?	-9
COc1ccc(OC)c(NC(=S)NCCN2CCOCC2)c1	-17	-2	5	3	2	i	-5	-4	22	2
CSc1n[nH]c(N)c1S(=O)(=O)c1ccc(Cl)cc1	-1	-1	2	19	10	i	8	1	18	3
CCOC(=O)N1CCN(C(=O)CSc2ccc(C(F)(F)F)cc2[N+](=O)[O-])CC1	2	-5	2	-3	2	i	1	1	19	-2
O=C(O)C1CCN(C(=O)c2ccc3c(c2)OCO3)CC1	-1	0	2	0	8	i	-19	0	2	0
O=C(CN1C(=O)NC2(CCc3ccccc32)C1=O)c1ccccc1 (centres undefined)	0	-1	-6	nt	1	i	15	4	-21	-10
C/C(=N\NC(=O)C(N)=O)c1cccc([N+](=O)[O-])c1	1	nt	-1	1	13	i	6	-4	34	-11
O=C(CCC1CCCCC1)NCc1ccncc1	-8	-2	1	-3	-1	i	15	2	1	-6
O=C(Cc1ccc(F)cc1)NCC1CCCO1 (centres undefined)	-3	-1	-2	0	1	i	-7	-2	27	5
COCc1ccc(CN2CCC(n3nccc3NC(=O)CCOc3ccccc3)CC2)o1	2	5	-4	-4	-3	nt	2	2	20	2
O=C(OCC(=O)N1CCCc2ccccc21)c1cnc(Cl)c(Cl)c1	5	-4	3	-5	0	i	10	2	26	-3
COc1cc(/C=N\NC(=O)c2cccnc2)ccc1OC(=O)c1ccccc1Cl	11	0	0	-7	3	i	9	-3	15	-7
CC(C)(C)c1cc(S(=O)(=O)CCc2ccccn2)cc(C(C)(C)C)c1F	4	1	1	-1	3	i	14	-2	8	-5
CCOC(=O)c1ccc(N2C(=O)CC(N3CCN(C(=O)c4ccccc4)CC3)C2=O)cc1 (centres undefined)	4	2	-3	-1	-9	i	14	1	10	3
CCc1ccccc1Nc1cc(C(=O)NCc2ccccn2)c2ccccc2n1	-6	-3	1	5	1	i	21	-10	12	-11

3 compounds already listed, arranged by formula weight, high to low.
SMILES	HSF1 inh	GSK3 alpha inh	HSP90 refold inh	Dyrk1A ADPGlo	HDAC3 inhib	PolyA inhibitor	HSF-1 act	GSK3beta inhib	AI-2 QS modul	Platelet DG rel
O=C(OCC(=O)N1CCCc2ccccc21)c1cnc(Cl)c(Cl)c1	5	-4	3	-5	0	i	10	2	26	-3
C/C(=N\NC(=O)C(N)=O)c1cccc([N+](=O)[O-])c1	1	nt	-1	1	13	i	6	-4	34	-11
O=C(Cc1ccc(F)cc1)NCC1CCCO1 (centres undefined)	-3	-1	-2	0	1	i	-7	-2	27	5

Going on with the list:
SMILES	HSF1 inh	GSK3 alpha inh	HSP90 refold inh	Dyrk1A ADPGlo	HDAC3 inhib	PolyA inhibitor	HSF-1 act	GSK3beta inhib	AI-2 QS modul	Platelet DG rel
C=CCN1C(=O)/C(=C\c2ccc(Cl)cc2)N=C1SCC(=O)NC1CCCCC1	-10	1	1	3	2	i	4	-2	4	-55
Cc1nn(Cc2ccc(Cl)cc2)c(C)c1NC(=O)c1cc(-c2ccco2)on1	5	-1	0	8	-3	i	17	nt	nt	5
CN(CC(=O)Nc1ccccc1C(F)(F)F)C(=O)CCc1nc2ccccc2c(=O)[nH]1	-2	0	nt	0	-3	i	-5	-3	7	nt
COc1cc(C(=O)NCC(=O)OCCN2C(=O)c3ccccc3C2=O)cc(OC)c1OC	3	-3	2	-5	1	i	-2	2	1	-3
Cc1ccc(C(=O)NC(=S)Nc2cccc(NC(=O)c3ccccc3)c2)cc1[N+](=O)[O-]	1	-4	2	2	nt	i	13	4	33	-5
CC(C)OCCCNC(=O)c1cc(Sc2ccc(F)cc2)nc2ccccc12	7	-3	-3	5	2	i	6	1	8	3
O=C(NC1CCC(NC(=O)C(F)(F)C(F)F)CC1)C(F)(F)C(F)F (centres undefined)	-7	2	-4	-8	-1	i	-5	-3	5	8
COC(=O)c1ccc(OCCOCCOc2cccc3ccc(C)nc23)cc1	-13	-1	-2	-2	-1	i	-1	-1	14	-15
CN(c1ccc(C(=O)NCCSCc2ccc(Cl)cc2)cc1)S(=O)(=O)c1ccccc1	10	-1	0	-2	9	i	19	-1	1	-7
Cc1ccnc(NS(=O)(=O)c2ccc(NC(=O)C34CC5CC(C)(CC(C)(C5)C3)C4)cc2)n1	-14	-3	-2	-2	-1	i	-6	5	25	0
CCOC(=O)c1nnn(CC(=O)Nc2cc(F)ccc2F)c1C(=O)OCC	6	-1	-7	7	-3	i	-10	-2	25	4
Cc1ccccc1NC(=O)CSc1nnnn1C	-2	1	0	5	-3	i	5	-4	13	-3
CCOC(=O)CC(NS(=O)(=O)c1ccc2[nH]c(=O)sc2c1)c1ccc(C)cc1 (centres undefined)	-10	7	-3	-2	10	i	1	2	16	8
Cc1noc(NS(=O)(=O)c2ccc(NC(=O)C(F)(F)F)cc2)c1C	-3	5	-4	0	-4	i	14	-3	17	-6
O=C(NCc1ccco1)c1ccc(NS(=O)(=O)c2cccc(F)c2)cc1	-5	0	-3	1	-7	i	-4	-1	21	3
COc1ccc(C2N(C(=O)c3ccccc3)CCN2C(=O)c2ccccc2)cc1	-2	0	1	-5	-8	i	0	2	25	1
O=C(Cn1cc2c(n1)CCCCC2)Nc1ccccc1Cl	6	-2	2	1	2	i	6	11	8	-1
COc1ccc(C(=O)NC(=S)Nc2ccccc2N2CCOCC2)cc1[N+](=O)[O-]	1	0	0	-6	9	i	3	1	22	-1
CC1CCCCN1C(=O)NC12CC3CC(CC(C3)C1)C2 (centres undefined)	-3	2	-2	-6	6	i	-16	nt	nt	22
COc1cccc(OC)c1C(=O)NC(C)c1ccccc1 (centres undefined)	-4	-2	1	9	1	i	-3	2	5	-1
Cn1c(=O)c([N+](=O)[O-])c(-n2ccnc2)c2ccccc21	13	-2	-6	7	0	i	21	4	16	-13
Cc1[nH]c2ccccc2c1/C=N/Nc1ccc([N+](=O)[O-])cc1	31	-1	-3	-3	7	i	42	-5	13	-3
CC(C)(C)NC(=O)C(c1ccncc1)N(Cc1ccco1)C(=O)c1ccc(-c2ccccc2)[nH]1 (centres undefined)	102	1	-2	1	5	i	138*	1	3	2
CCCCn1c(N)c(N(CC(C)C)C(=O)CSCc2cccc(C)c2)c(=O)[nH]c1=O	-4	-2	nt	1	nt	i	-2	0	16	2
NC(=O)COC(=O)CSc1ccc2ccccc2c1	-1	-4	1	-2	-3	i	1	2	50	21
O=C(N[C@@H]1CCC(=O)N(CC[C@H](Sc2ccccc2)c2ccccc2)CC1)OCc1ccccc1	3	0	0	-18	2	i	5	4	18	-1
CN(C)S(=O)(=O)c1cccc(C(=O)C2=C3SC=C(c4ccccc4)N3CC2)c1	-1	0	-1	nt	-2	i	18	2	7	2
Cn1nc(C(C)(C)C)c([N+](=O)[O-])c1C(=O)NC1CCCCC1	-3	-1	-1	2	0	i	0	-6	19	6
c1cnn(Cc2cnc(N3CCOCC3)s2)c1	-4	1	2	2	-3	i	17	-1	9	11
CCSc1sc(CC)cc1C=O	-10	-2	5	-1	-4	i	-1	1	21	2
CC(=O)C1C(c2ccncc2)NC(=O)NC1(O)C(F)(F)F (centres undefined)	nt	-1	2	8	0	i	nt	2	19	-1

This is a subset. The share of hits here may be higher or lower than overall.
